Assay outcomes: PubChem, The Scripps Research Institute Molecular Screening Center
OXTR potentiator: human OXTR potentiators, primary screen, fluorescence, CHO-OTR cells, Fluo-8 calcium; AID 2445, 2010; activation, % at 3 µM; Fluo-8 calcium fluorescence, potentiator mode; 0% = oxytocin EC15, 100% = EC100; Oxytocin receptor (Homo sapiens), P30559; 320,000 tested, 0.061% active;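 active = activation above that plate's cutoff, the mean activation of tested compounds plus 3 SD, cut at about 6.6% in these data, passing the limit was not always enough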;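 note: 100% uses oxytocin at 75 nM as the full agonist control; some results filed as inactive read as strong as hits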
Target sequence (P30559 whole entry, looked up): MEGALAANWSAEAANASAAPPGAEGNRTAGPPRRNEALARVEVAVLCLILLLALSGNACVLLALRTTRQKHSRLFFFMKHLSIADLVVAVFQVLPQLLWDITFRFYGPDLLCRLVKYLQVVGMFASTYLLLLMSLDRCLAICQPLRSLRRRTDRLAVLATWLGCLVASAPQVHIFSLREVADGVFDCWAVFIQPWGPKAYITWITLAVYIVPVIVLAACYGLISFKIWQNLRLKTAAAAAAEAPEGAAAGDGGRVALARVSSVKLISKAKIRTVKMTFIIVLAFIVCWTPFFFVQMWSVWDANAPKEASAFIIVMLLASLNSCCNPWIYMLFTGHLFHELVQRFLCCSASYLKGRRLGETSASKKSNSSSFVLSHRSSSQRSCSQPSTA
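Assay system: CHO-OTR cells, human receptor / Also added: oxytocin at about EC15, sub-maximal agonist stimulus / Dosing: single dose, 3.0 µM nominal final compound concentration / Incubation: 6 min pre-incubation, 100 s read / Technique: Fluo-8 calcium dye fluorescence / Read-out: % activation vs EC15 and EC100 oxytocin / Benchmarks: EC15 oxytocin low, 75 nM oxytocin high / Replicates: singlicate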
CHO-K1 Ca antag: counter-screen for M1 antagonists: effect in parental CHO-K1 cells; 360,000 tested, 0.6% active; ATP-induced calcium, Fluo-8 fluorescence; AID 602250; inhibition, % at 3 µM;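 active = inhibition above a per-plate cutoff, the plate's mean sample inhibition plus 3 SD, cut at about 24% in these data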;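 note: 0% = DMSO plus EC80 ATP and 100% = DMSO alone without ATP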
M4 antag: human M4 muscarinic receptor antagonists, primary screen, CHO cells, Fluo-8 calcium fluorescence; inhibition, % at 3 µM; Muscarinic acetylcholine receptor M4 (Homo sapiens), P08173; CHO-hM4 cells, ACh EC80; 360,000 tested, 0.73% active;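 active = inhibition above its plate's cutoff, the mean inhibition of sample wells plus 3 SD, cut at about 27% in these data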;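 note: 0% = acetylcholine EC80 with DMSO and 100% = DMSO without agonist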
M1 ag: human M1 muscarinic receptor agonists, primary screen, Fluo-8 calcium fluorescence, CHO-K1 cells, HTS; Muscarinic acetylcholine receptor M1 (Homo sapiens), P11229; CHO-K1 hM1, agonist mode; 0% DMSO, 100% acetylcholine EC100; activation, % at 3 µM; 360,000 tested, 0.33% active; AID 588814, 2011;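 active = activation above the run's mean compound activation plus 3 SD, cut at about 16% in these data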;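 note: peak over basal fluorescence ratio within a 140 s kinetic read after compound addition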
Target sequence (P11229 whole entry, looked up): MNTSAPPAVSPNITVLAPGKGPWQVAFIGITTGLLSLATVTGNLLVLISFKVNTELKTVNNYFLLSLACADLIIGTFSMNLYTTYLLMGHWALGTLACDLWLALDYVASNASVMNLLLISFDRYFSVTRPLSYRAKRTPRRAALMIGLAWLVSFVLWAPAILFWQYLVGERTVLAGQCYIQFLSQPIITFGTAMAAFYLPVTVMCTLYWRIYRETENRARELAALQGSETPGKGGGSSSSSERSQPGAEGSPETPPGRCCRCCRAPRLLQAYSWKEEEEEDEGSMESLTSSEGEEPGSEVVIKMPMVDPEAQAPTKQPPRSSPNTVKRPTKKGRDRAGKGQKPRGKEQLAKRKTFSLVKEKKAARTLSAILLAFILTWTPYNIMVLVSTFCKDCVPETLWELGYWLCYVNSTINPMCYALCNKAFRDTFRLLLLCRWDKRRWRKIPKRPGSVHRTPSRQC
M1 PAM: human M1 muscarinic receptor positive allosteric modulators, primary screen, CHO-K1 cells, Fluo-8 calcium fluorescence, 1536-well; Muscarinic acetylcholine receptor M1 (Homo sapiens), P11229; CHO-K1 hM1, ACh EC20; 0% = ACh EC20, 100% = maximal ACh; activation, % at 3 µM; 360,000 tested, 0.088% active; in the data active = activation above about 19%, passing the limit was not always enough
CHO parental Ca: ATP-evoked calcium signal inhibitors, parental CHO, primary screen, counter-screen for OX1R antagonist project, cell-based, fluorescence, Fluo-8 calcium dye; parental CHO-K1, ATP-induced calcium, Fluo-8 fluorescence; inhibition, % at 5.6 µM; 330,000 tested, 0.63% active; AID 463079, 2010;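 active = inhibition above that plate's mean sample inhibition plus 3 SD, cut at about 26% in these data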;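 note: 0% = ATP-challenged DMSO wells and 100% = DMSO wells without ATP; some compounds past the cut are filed as inactive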
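Assay system – parental CHO cells · Reagent – ATP stimulus · Detection – intracellular calcium via Fluo-8 no-wash fluorescent dye · Evaluation – percent inhibition of ATP-evoked calcium rise, normalized to controls · Controls – ATP wells versus no-ATP DMSO wells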
M1 ag parental: counter-screen for M1 agonists: effect in parental CHO-K1 cells; 360,000 tested, 0.48% active; Fluo-8 calcium fluorescence; scaled to maximal ATP response, vehicle zero; activation, % at 3 µM; in the data active = activation above about 15%;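 note: untransfected CHO-K1 host cells lacking M1 receptor as counterscreen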
M1 antag: human M1 muscarinic receptor antagonists, primary screen, CHO-K1 cells, Fluo-8 calcium fluorescence, 1536-well. inhibition, % at 3 µM. CHO-K1 hM1, ACh EC80 antagonist. 360,000 tested, 1.3% active. Muscarinic acetylcholine receptor M1 (Homo sapiens), P11229;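 active = percent inhibition above its own plate's cutoff, namely the mean of that plate's compound wells plus 3 SD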;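 note: peak over basal fluorescence ratio during 140 s after agonist addition; 0% = ACh EC80 plus DMSO and 100% = DMSO alone without agonist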
CHRM4 agonist: human M4 muscarinic receptor agonists, primary screen, CHO-K1 cells, Fluo-8 calcium fluorescence; 360,000 tested, 0.14% active; CHO-K1 hM4/Gqi5; vehicle 0%, full acetylcholine response 100%; activation, % at 3 µM; Muscarinic acetylcholine receptor M4 (Homo sapiens), P08173;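 active = activation above the run mean over all test wells plus 3 SD, cut at about 32% in these data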;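 note: peak over basal fluorescence ratio per well then scaled between controls; 0% = DMSO wells and 100% = acetylcholine at EC100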
Active calls of the source: *; . = no result given.

nr	mol	OXTR potentiator	CHO-K1 Ca antag	M4 antag	M1 ag	M1 PAM	CHO parental Ca	M1 ag parental	M1 antag	CHRM4 agonist
1	CCCCN1C(=O)C(CC(=O)NC2CC2)CC(C(=O)N2CCOCC2)=C1C (stereo not given)	.	-6	-1	-4	0	.	0.6	2	1
2	C=CCNC(=O)c1cc(-c2ccc(Br)cc2)on1	-11	-14	0	-5	-1	-7	0.7	-3	2
3	CCOc1ccc2[nH]c(=O)c(CN(CCO)Cc3nnnn3CCc3ccccc3)cc2c1	-1	-7	3	-4	9	-10	1.7	-2	4
4	CC(=O)Cc1nsc(NC(=O)c2ccc(COc3ccccc3)o2)n1	-5	-5	13	0	6	-12	1.1	-2	1
5	C#CC(c1ccccc1)(c1ccccc1)n1ccnc1	.	-1	-2	-9	4	.	0.0	-10	-2
6	COc1cc(OC)c(NS(=O)(=O)c2cc(C(=O)NCCCN3CCOCC3)ccc2C)cc1Cl	.	-13	-4	-7	9	.	0.4	-17	0
7	CC(=O)NC(Cc1c[nH]c2ccccc12)C(=O)OCC(=O)N1CCN(S(=O)(=O)c2ccc(Cl)cc2)CC1 (stereo not given)	.	-12	5	-4	5	.	0.1	-6	1
8	O=C(Nc1cccc(F)c1)Nc1ccnn1C1CCN(C(=O)c2cscn2)CC1	-14	2	-6	-1	6	-3	0.0	-5	1
9	Cc1ccc(SCc2ccc(C(=O)N3CCCC3)cc2)cc1	-15	-13	6	-2	3	-19	3.7	-1	-1
10	O=C(CCCN1CCC(NC(=O)c2ccccc2)CC1)c1ccc(Cl)cc1	-17	-8	-4	-9	-9	-7	-0.2	6	0
11	COc1cc(C2C(C#N)=C(N)Oc3cc(O)ccc32)cc2c1OCO2 (stereo not given)	-3	7	-5	0	3	5	-0.2	-1	1
12	Cc1ccc2nc(Cl)c(/C=N/NC(=O)CN3CCOCC3)cc2c1	4	-16	-3	-2	9	-10	0.3	-33	0
13	CCCC(=O)NC(=S)Nc1cccc(C(C)=O)c1	-6	-7	-6	-4	3	-4	0.1	-23	1
14	COc1ccc(S(=O)(=O)NC(C)C(=O)Nc2cccc([N+](=O)[O-])c2)cc1 (stereo not given)	-4	-3	4	-4	13	-15	2.1	-8	1
15	CN(C)C(/C=C/Nc1cccc([N+](=O)[O-])c1)=C(C#N)C#N	-2	0	-2	-11	9	-6	0.8	-1	1
16	CCS(=O)(=O)c1ncc(Cl)c(C(=O)Nc2ccccc2OC)n1	-9	-4	2	-2	10	8	-0.2	-18	0
17	Cc1nc(NC(=O)C2CC3CCCC(C2)C3=O)sc1C (stereo not given)	-7	3	4	1	-7	-17	0.2	2	1
18	Cc1ccc(OCCn2nnc3ccccc32)cc1C	-2	-11	4	-2	4	-12	2.6	-10	3
19	C=CCN(CC=C)C(=O)CN1C(=O)NC(C)(c2ccc3cc(OC)ccc3c2)C1=O (stereo not given)	-14	-12	2	-1	-5	-10	2.9	4	2
20	O=C(O)Cc1cccc2c(=O)cc(-c3ccccc3)oc12	.	11	-3	0	4	.	-0.1	1	0

Ordered by SMILES length (ascending): part of the list above.
nr	mol	OXTR potentiator	CHO-K1 Ca antag	M4 antag	M1 ag	M1 PAM	CHO parental Ca	M1 ag parental	M1 antag	CHRM4 agonist
12	Cc1ccc2nc(Cl)c(/C=N/NC(=O)CN3CCOCC3)cc2c1	4	-16	-3	-2	9	-10	0.3	-33	0
11	COc1cc(C2C(C#N)=C(N)Oc3cc(O)ccc32)cc2c1OCO2 (stereo not given)	-3	7	-5	0	3	5	-0.2	-1	1
19	C=CCN(CC=C)C(=O)CN1C(=O)NC(C)(c2ccc3cc(OC)ccc3c2)C1=O (stereo not given)	-14	-12	2	-1	-5	-10	2.9	4	2

The list continues.
nr	mol	OXTR potentiator	CHO-K1 Ca antag	M4 antag	M1 ag	M1 PAM	CHO parental Ca	M1 ag parental	M1 antag	CHRM4 agonist
21	Cc1ccc(N/N=C/c2c(C)c(C#N)c(=O)n(C)c2O)cc1C	.	6	-6	-7	6	.	0.7	1	1
22	CN(C)S(=O)(=O)N1CCN(c2ccc(Cl)cc2)CC1	-3	-4	-1	-4	14	6	0.1	-10	2
23	CC(=O)Nc1ccc2ccccc2c1	-4	-9	6	-2	6	-4	0.1	0	1
24	COc1cccc(CN(C)C(=O)C2CSC3(C)CCC(=O)N23)c1OC (stereo not given)	-2	-6	1	-4	4	-12	0.2	4	1
25	Cc1ccc(NC(=O)C2Cc3ccccc3CN2C(=O)c2ccccc2)cc1Cl (stereo not given)	-4	-2	1	-6	0	-29	-0.1	-3	1
26	CC(C)(C)CC(=O)Nc1cccc(-c2cn3cccnc3n2)c1	-7	-1	-6	-2	1	-13	0.7	-6	2
27	CCCCn1nnnc1C(c1ccccc1)N1CCN(c2cccc(C(F)(F)F)n2)CC1 (stereo not given)	.	-19	-8	.	.	.	0.9	.	0
28	C=CCNc1ncnc2c1ncn2C1OC(CO)C(O)C1O (stereo not given)	-4	-4	2	-2	8	3	0.3	-7	0
29	O=C(CN1C(=O)c2ccccc2C1=O)N1CCN(c2ccccn2)CC1	-8	-18	-11	-6	14	-6	1.6	-11	1
30	COc1cc(/C=C2/SC(=S)N(CCC(=O)N3CCN(C)CC3)C2=O)cc(OC)c1OC	.	3	-1	-3	15	.	1.1	-22	3
31	O=C(CSc1nnc(-c2ccco2)o1)Nc1ccccc1Cl	-10	-3	-4	-2	-2	-3	1.0	5	0
32	CNC[C@H]1Oc2cc(Br)ccc2S(=O)(=O)N([C@H](C)CO)C[C@H]1C	.	-10	-15	-5	2	.	0.7	-1	1
33	Cc1cc(N(C)/N=C/c2ccccc2)nc(-c2ccccc2O)n1	-2	-16	4	-3	7	0	1.2	-7	2
34	Cc1cc(=O)oc2c(CN(C)Cc3ccccc3)c(O)ccc12	-4	-3	1	-4	9	-9	0.6	-38	0
35	Cc1c(NS(=O)(=O)c2cccc3nsnc23)c(=O)n(-c2ccccc2)n1C	-6	4	-17	-4	2	-11	-0.5	-5	1
36	CC(C)(C)c1ccc(C(=O)NC(Cc2ccccc2)C(=O)O)cc1 (stereo not given)	-1	-3	-11	-3	-1	1	0.3	5	1
37	Cc1ccc(S(=O)(=O)NCC(=O)OCCOc2ccccc2F)cc1	-8	-3	5	-6	0	1	0.8	-1	2
38	NNC(=O)CN1C(=O)Nc2ccc(Cl)cc2C1c1ccccc1 (stereo not given)	-19	-8	45*	-10	1	-18	0.2	-2	0
39	Cc1ccc(SC[C@H](Cc2ccccc2)N2CCN(CCc3ccccc3)CCC2=O)cc1	-12	-9	-11	-3	17	-11	-0.9	-16	-1
40	CCOC(=O)c1c(C)[nH]c(C(=O)OCC(=O)NCc2ccc(C)cc2)c1C	-2	-16	6	1	19	-11	0.0	-15	1

Two of the compounds above, with values under each structure:
The line under a structure holds: OXTR potentiator	CHO-K1 Ca antag	M4 antag	M1 ag	M1 PAM	CHO parental Ca	M1 ag parental	M1 antag	CHRM4 agonist
38. NNC(=O)CN1C(=O)Nc2ccc(Cl)cc2C1c1ccccc1 (stereo not given)
    -19	-8	45*	-10	1	-18	0.2	-2	0
39. Cc1ccc(SC[C@H](Cc2ccccc2)N2CCN(CCc3ccccc3)CCC2=O)cc1
    -12	-9	-11	-3	17	-11	-0.9	-16	-1

(continued)
nr	mol	OXTR potentiator	CHO-K1 Ca antag	M4 antag	M1 ag	M1 PAM	CHO parental Ca	M1 ag parental	M1 antag	CHRM4 agonist
41	c1ccc(C2=Nn3c(nnc3-c3cc(-c4ccccc4)n[nH]3)SC2)cc1	-10	-13	1	2	6	-39	2.6	0	5
42	O=C1CC(=C2c3ccccc3-c3ccccc32)C(=O)N1CCN1CCN(c2ccccc2)CC1	1	0	6	-3	0	-5	0.0	4	1
43	CCOc1ccccc1NC(=O)c1cnccn1	1	11	10	-6	0	-8	3.9	-3	0
44	Cc1ccc(-c2nnc(Nc3ccc(CC(N)=O)cc3)c3ccccc23)cc1	2	-15	-12	-12	-4	-14	-1.0	-9	-1
45	Cc1c(C#N)c(N=CN(C)C)c(C(=O)c2ccccc2)n1-c1ccc(Br)cc1	-6	11	-8	-7	6	-16	-1.0	-25	-1
46	CCOC(=O)C1C(=O)CC(C)(O)C(C(=O)OCC)C1c1ccc(SC)cc1 (stereo not given)	-11	-6	-5	-1	12	-17	1.2	-14	1
47	Cn1c(SCc2nc(-c3cccs3)no2)nnc1C1CCCCC1	-4	0	-5	-5	2	-13	-0.2	-4	0
48	COc1cc(C(CC(=O)Nc2ccccn2)N2Cc3ccccc3C2=O)cc(OC)c1OC (stereo not given)	-11	1	6	-3	-3	-7	0.3	6	1
49	O=C(COC(=O)CSCC(=O)N1CCCCC1)NCc1ccc(F)cc1	-8	-9	1	-4	6	-13	0.6	-6	0
50	Cc1nc(SCC(=O)Nc2ccc(Cl)cc2[N+](=O)[O-])nc(C)c1C	0	1	7	-14	-7	-20	0.1	-5	1
51	C=C(C)c1cccc(C(C)(C)NC(=O)N2CCC(C)CC2)c1	0	2	3	-5	3	-13	0.0	-6	0
52	CCOC(=O)c1cc(=O)n2c(nc3ccccc32)[nH]1	-2	-13	-7	-5	7	-3	0.1	-12	2
53	CCOc1cc(-c2noc(CCCC(=O)NC3CCCCC3)n2)ccc1OC	-10	-12	-15	-1	6	-11	0.6	-14	1
54	CC(C)CN1CCC(C(=O)N2CCN(c3ccccc3F)CC2)CC1	-9	-6	-12	-8	9	-2	0.2	-11	0
55	O=C(c1cccs1)N1CCc2ccccc21	1	-12	-13	-12	4	-18	-1.5	-8	-2
56	CCOC(=O)c1ccccc1NC(=O)c1cccnc1	3	-10	-15	-7	6	-13	0.2	-5	1
57	COc1ccccc1NC(=O)CC(NCCN(C)C)C(=O)O (stereo not given)	2	-7	-7	0	13	-2	0.0	-18	0

Single records, from the list above. Order of values: OXTR potentiator	CHO-K1 Ca antag	M4 antag	M1 ag	M1 PAM	CHO parental Ca	M1 ag parental	M1 antag	CHRM4 agonist
CCOc1ccccc1NC(=O)c1cnccn1 in the list: 1	11	10	-6	0	-8	3.9	-3	0
COc1ccccc1NC(=O)CC(NCCN(C)C)C(=O)O (stereo not given) in the list: 2	-7	-7	0	13	-2	0.0	-18	0
